Hck-Nef inh = inhibitors of human Hck kinase activated by Nef | P08631 | inhibition, % at 20 µM | actives 0.68% (n = 220,000) | Recombinant Hck-YEEI plus Nef, Z-Lyte FRET kinase assay;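 active means Hck-Nef kinase inhibition above about 50%, limit read from the data; inactive means inhibition below that limit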;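 further: 0% = DMSO with Hck plus Nef and 100% = Hck alone without Nef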
Target sequence (P08631 whole entry, looked up): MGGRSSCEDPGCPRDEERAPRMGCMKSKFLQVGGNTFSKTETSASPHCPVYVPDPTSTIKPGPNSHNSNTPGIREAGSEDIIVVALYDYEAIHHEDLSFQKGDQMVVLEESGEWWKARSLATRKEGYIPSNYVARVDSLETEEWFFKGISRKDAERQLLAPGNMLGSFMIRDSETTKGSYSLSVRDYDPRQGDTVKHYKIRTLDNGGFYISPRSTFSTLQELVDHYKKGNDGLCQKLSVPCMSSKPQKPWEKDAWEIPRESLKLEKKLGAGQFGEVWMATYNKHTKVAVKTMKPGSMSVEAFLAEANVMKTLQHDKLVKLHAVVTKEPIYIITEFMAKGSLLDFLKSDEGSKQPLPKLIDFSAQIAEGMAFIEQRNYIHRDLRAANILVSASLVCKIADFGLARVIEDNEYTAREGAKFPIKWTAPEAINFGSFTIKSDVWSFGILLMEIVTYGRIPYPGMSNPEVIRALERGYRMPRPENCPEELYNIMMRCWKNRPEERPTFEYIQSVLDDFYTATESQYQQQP
14-3-3 Bad inh = disrupts binding of bovine 14-3-3 zeta to phospho-Bad peptide | P63103 | TR-FRET 14-3-3zeta/Dy647-pBad peptide displacement, 1 h | inhibition, % at 21.7 µM | actives 0.71% (n = 220,000);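 active means inhibition above about 70%, limit read from the data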;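 further: 0% = full 14-3-3 plus peptide FRET controls and 100% = background without 14-3-3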
Target sequence (P63103 whole entry, looked up): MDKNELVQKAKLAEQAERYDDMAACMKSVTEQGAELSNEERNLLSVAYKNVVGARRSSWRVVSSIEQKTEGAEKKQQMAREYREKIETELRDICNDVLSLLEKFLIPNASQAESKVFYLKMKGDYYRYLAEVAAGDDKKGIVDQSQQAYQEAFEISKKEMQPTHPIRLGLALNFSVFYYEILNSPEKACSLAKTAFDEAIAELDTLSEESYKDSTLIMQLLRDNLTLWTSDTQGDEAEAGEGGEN
L929 necroptosis = blocks zVAD induced death of L929 cells; L929 zVAD necroptosis rescue, ATP luminescence, 24 h; with zVAD 60 µM; viability rescue, % at 10 µM; actives 0.38% (n = 220,000); AID 1377;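 active means activation, scaled between plate controls, above about 75%, limit read from the data; inactive means activation under that limit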;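 further: 0% = zVAD with DMSO and 100% = DMSO alone without zVAD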
m-calpain inh = calpain II (pig) inhibition; actives 0.37% (n = 220,000); purified calpain II, fluorogenic peptide substrate, 30 min; inhibition, % at 16 µM;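 active means inhibition above about 50%, limit read from the data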
EP2 antag = inhibitors of human EP2 prostaglandin E2 receptor; AID 1422; P43116; C6 glioma cells expressing human EP2, cAMP TR-FRET; cells stimulated with saturating PGE2; inhibition, % at 25 µM; actives 0.52% (n = 260,000);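 active means percent inhibition above 40 after rounding to a whole number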;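 further: rat C6 glioma host cells with rolipram phosphodiesterase inhibitor present; the protocol text gives 20 µM as final concentration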
Rad51 HR inh = blocks human Rad51 in homologous recombination; Q06609; actives 0.085% (n = 200,000); inhibition, % at 10 µM; hRad51 DNA strand exchange, fluorescence dequenching;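 active means inhibition above 40% at the single screening dose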;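 further: 0% = DMSO control wells and 100% = blanks with heterologous ssDNA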
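Material: hRad51 filaments on single-stranded DNA; Reagent: Donor/quencher-labelled 47-bp dsDNA substrate; Compound: 10 µM final, single point; Schedule: 37 °C 15-min filament assembly, 30-min compound preincubation, 15-min exchange; Technique: FRET fluorescence, excitation 485 nm, emission 520 nm; Benchmarks: control wells and blank wells on each plate.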
Tb hexokinase = T. brucei hexokinase 1 inhibition; recombinant TbHK1, G6PDH-coupled NADH A340; inhibition, % at 10 µM; actives 0.11% (n = 220,000);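 active means inhibition of 50% or more in the single-dose primary screen; inactive means inhibition below 50%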
eIF4E-4G inh = inhibitors of eIF4E and eIF4G interaction in translation initiation; actives 0.37% (n = 220,000); P63073+Q04637; inhibition, % at 21.7 µM; TR-FRET eIF4E-eIF4GI(517-606) binding, 2 h; AID 782;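 active means inhibition above about 30%, limit read from the data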;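 further: 0% = full FRET control wells and 100% = background wells lacking eIF4GI fragment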
EP2 mod = modulates human prostaglandin E2 receptor EP2 signaling | P43116 | EP2-expressing cells, cAMP HTRF FRET, PGE2 co-stimulation | induction, % at 25 µM | actives 0.83% (n = 260,000) | AID 940;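 active means compounds whose cAMP rise, as percent of the full-agonist control response, exceeds 60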;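 further: rat C6 glioma line stably carrying human EP2 under a CMV promoter; the protocol text gives 20 µM as final concentration; 100% = response of wells given 1 µM PGE2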
* marks the source's active call; other numbers are inactive results; . = not tested or not shown; [ ] = another dose, or the depositor's remark. These rows are one share of the data, so the mix of outcomes need not match the whole.

SMILES	Hck-Nef inh	14-3-3 Bad inh	L929 necroptosis	m-calpain inh	EP2 antag	Rad51 HR inh	Tb hexokinase	eIF4E-4G inh	EP2 mod
COc1ccccc1/C=N/NC(=O)C(NC(=O)c1ccccc1)=C(C)C	4	-3	0.2	0	9	0	-14	-7	3
O=C1NC2(CCCCC2)C(=O)N1Cc1cccc(C(F)(F)F)c1	2	-12	0.6	6	9	27	3	3	-35
Cc1ccc(CC2CC(=O)N(c3cc(Cl)ccn3)C2=O)cc1 (stereo not given)	5	-3	1.1	-10	8	-9	-1	3	7
CCOC(=O)c1[nH]c(C)c(C(=O)OCC(=O)Nc2sc3c(c2C#N)CCCCC3)c1C	-4	-4	2.2	-41	9	-4	-10	4	0
CC(C)c1ccc(C(=O)NN2C(=O)C3CCCCC3C2=O)cc1 (stereo not given)	-38	11	0.2	-6	7	.	-5	-1	-2
CC(C)OCCCNC(=O)c1ccc(CS(=O)(=O)Cc2ccccc2F)o1	-1	-3[fluorescence artefact?]	0.0	-5	8	-1	5	4	8
COc1ccccc1NC(=O)C(C/C=C(/C)Cl)C(C)=O (stereo not given)	-9	-7[fluorescence artefact?]	-0.8	6	17	8	8	5	28
CC1=C(C)CC(C(=O)c2ccccc2)C(C(=O)O)C1 (stereo not given)	1	-9	-0.1	2	8	3	45	2	9
Cc1ccc(C)c(SCC(=O)OCC(=O)NCc2ccccc2)c1	-1	-2	1.4	-2	6	-10	-5	-2	13
Cc1cccc(N2C(=O)CC(N3CCC(c4nc5ccccc5[nH]4)CC3)C2=O)c1 (stereo not given)	2	-11[fluorescence artefact?]	-0.2	-7	9	-5	0	-4[fluorescence artefact?]	7

Entries above that have fluorine:
SMILES	Hck-Nef inh	14-3-3 Bad inh	L929 necroptosis	m-calpain inh	EP2 antag	Rad51 HR inh	Tb hexokinase	eIF4E-4G inh	EP2 mod
O=C1NC2(CCCCC2)C(=O)N1Cc1cccc(C(F)(F)F)c1	2	-12	0.6	6	9	27	3	3	-35
CC(C)OCCCNC(=O)c1ccc(CS(=O)(=O)Cc2ccccc2F)o1	-1	-3[fluorescence artefact?]	0.0	-5	8	-1	5	4	8

Carrying on:
SMILES	Hck-Nef inh	14-3-3 Bad inh	L929 necroptosis	m-calpain inh	EP2 antag	Rad51 HR inh	Tb hexokinase	eIF4E-4G inh	EP2 mod
Nc1nnc(SCc2ccccc2F)s1	17	-6	0.5	-24	8	-2	-11	6	4
O=C(c1ccc(Br)o1)N1CCN(C/C=C/c2ccccc2)CC1	8	-4	-0.9	-22	15	8	29	3	-40
CN1CCc2c(sc(/N=C/c3cc(C(C)(C)C)ccc3O)c2C#N)C1	20	0	0.3	-35	9	-67	-21	1	-11
O=C(COC(=O)Cn1cnc2ccccc2c1=O)NCCC1=CCCCC1	-15	20[fluorescence artefact?]	.	22	2	.	2	3	4
CC(C)(CO)NCC(O)COc1ccc2c(c1)CCC2 (stereo not given)	5	6	0.5	-2	2	.	-3	1	0
O=C1c2ccccc2C(=O)N1Cc1cc(-c2ccc(Cl)cc2)no1	0	.	0.3	.	20	-1	5	.	.
Cc1ccc(Sc2c(C=O)c3ccccc3n2C)cc1	0	-16	0.7	36	32	-6	-1	-26	27
CCn1ncc(Br)c1C(=O)Nc1cc([N+](=O)[O-])ccc1C	2	5	-0.6	16	8	.	-1	1	9
O=C(Oc1cccc([N+](=O)[O-])c1)c1cc(-c2ccccc2)nc2ccccc12	2	-13[fluorescence artefact?]	-0.4	17	5	2	-11	-2[fluorescence artefact?]	14
COc1ccc(OC)c(NC(=O)C2CCCC2)c1	-1	4[fluorescence artefact?]	-0.1	-29	5	2	-2	-4	12
CSc1nc(N(C)C)nc(N2CC(=O)N(CCNS(=O)(=O)c3ccc(C)cc3)C2=N)n1	2	-21	0.3	-13	8	-12	15	2	33
CC(C)S(=O)(=O)N1CCCC(C(=O)c2cccc(Cl)c2)C1 (stereo not given)	13	3	0.0	34	8	.	3	3	-27
Cc1cc(-c2onc(C)c2C(=O)Oc2ccc(Cl)cc2)no1	14	-6	-0.9	8	11	-3	7	2	1
O=C(N/N=C/c1ccco1)c1cc(C2CC2)nc2ccccc12	0	-4[fluorescence artefact?]	-0.3	-7	11	.	10	2	-2
COc1ccc(CC(=O)NCc2cn3ccsc3n2)cc1	2	4	0.0	-31	17	-8	0	-2	-2
CCc1ccc(N=c2c([N+](=O)[O-])nn(-c3ccc4c(c3)OCCO4)n2O)cc1	24	-5	-0.3	-17	8	-84	-9	2	-65
O=c1c2ccccc2nc2n1-c1ccccc1CCC2	4	4	0.2	-5	2	-6	7	2	21
CCc1ccc(C(=O)Nc2cc3c(cc2Cl)OCCCO3)cc1	-2	14	-0.1	11	12	3	3	5	0
CCOC(=O)c1cc(CC)sc1NC(=O)COC(=O)c1cc[n+]([O-])cc1	-4	-1	4.8	-12	4	4	-1	0	1
O=C(Nc1ccc(-c2nc3ccccc3s2)c(OC(=O)c2ccccc2)c1)c1ccccc1	4	2	4.7	-361	13	.	-16	2	31

Single values from the entries so far.
Reading for CSc1nc(N(C)C)nc(N2CC(=O)N(CCNS(=O)(=O)c3ccc(C)cc3)C2=N)n1 in EP2 mod: 33
Reading for CCc1ccc(C(=O)Nc2cc3c(cc2Cl)OCCCO3)cc1 in EP2 mod: 0
Reading for CCOC(=O)c1cc(CC)sc1NC(=O)COC(=O)c1cc[n+]([O-])cc1 in eIF4E-4G inh: 0

Other structures follow.
SMILES	Hck-Nef inh	14-3-3 Bad inh	L929 necroptosis	m-calpain inh	EP2 antag	Rad51 HR inh	Tb hexokinase	eIF4E-4G inh	EP2 mod
O=C(CN1C(=O)C2CC=CCC2C1=O)OCc1cc(=O)n2cc(Br)ccc2n1 (stereo not given)	19	-2	2.6	-16	8	12	-18	1	2
C[C@]12CC[C@@H]3c4ccc(O[C@@H]5O[C@H](C(=O)O)[C@@H](O)[C@H](O)[C@H]5O)cc4CC[C@H]3[C@@H]1C[C@@H](O)[C@@H]2O	26	3	0.2	-4	18	-3	-8	-18	28
COc1ccc(/C=N/n2cnc3c([nH]c4ccc(F)cc43)c2=O)cc1CN1CCCC1	-22	5	2.6	12	6	-10	-20	2	-36
Cc1nn(Cc2cccc(C(=O)Nc3ccn(Cc4ccccc4F)n3)c2)c(C)c1[N+](=O)[O-]	7	-4	0.1	10	8	-11	-18	-1	-11
Cc1ccc(Cl)cc1N1CCN(CC(=O)Nc2ccc(CN3CCCCC3)cc2)CC1	7	-2	11	-16	7	-4	15	7	-53
CCn1cc(S(=O)(=O)CC(=O)Nc2ccc(C)cc2)c2ccccc21	4	-8	2.0	23	15	4	-3	1	-19
COc1ccccc1CC1(C)NC(=O)N(CC(=O)N2CCc3ccccc3C2)C1=O (stereo not given)	3	4	-0.1	-32	8	1	1	6	-6
O=C1N=C(N2CCN(c3cccc4ccccc34)CC2)S/C1=C/c1cccs1	2	0	0.0	-358	6	9	-20	-30	31
CCOC(=O)CCNCC1COc2ccccc2O1 (stereo not given)	0	-3	-0.1	-15	14	-8	2	5[fluorescence artefact?]	9
C=CC(=O)NC(C)(C)CCN1CCOCC1	21	-3	5.8	-32	7	5	-5	-2	29

Fetched by structure from above:
SMILES	Hck-Nef inh	14-3-3 Bad inh	L929 necroptosis	m-calpain inh	EP2 antag	Rad51 HR inh	Tb hexokinase	eIF4E-4G inh	EP2 mod
O=C(CN1C(=O)C2CC=CCC2C1=O)OCc1cc(=O)n2cc(Br)ccc2n1 (stereo not given)	19	-2	2.6	-16	8	12	-18	1	2
COc1ccccc1CC1(C)NC(=O)N(CC(=O)N2CCc3ccccc3C2)C1=O (stereo not given)	3	4	-0.1	-32	8	1	1	6	-6
COc1ccc(/C=N/n2cnc3c([nH]c4ccc(F)cc43)c2=O)cc1CN1CCCC1	-22	5	2.6	12	6	-10	-20	2	-36
CCn1cc(S(=O)(=O)CC(=O)Nc2ccc(C)cc2)c2ccccc21	4	-8	2.0	23	15	4	-3	1	-19

Further results follow:
SMILES	Hck-Nef inh	14-3-3 Bad inh	L929 necroptosis	m-calpain inh	EP2 antag	Rad51 HR inh	Tb hexokinase	eIF4E-4G inh	EP2 mod
COC(=O)c1ccccc1NC(=S)NC(=O)c1ccccc1	0	-18	0.7	-17	12	-7	-3	7	19
N/C(=N\OC(=O)COc1ccc2ccccc2c1)c1ccncc1	21	-3	4.5	25	6	-1	2	3	-22
COc1cc([N+](=O)[O-])ccc1NC(=O)CSc1nccn1C	4	-1	-0.5	6	4	-124	-16	5	-3
O=c1c(Cl)c2oc3ccccc3nc-2c2ccccc12	19	38	-1.6	25	5	-467	2	13	-16
Cc1nccc(-c2cccc(NC(=O)Nc3ccc(Cl)cc3)c2)n1	3	-3	74	-10	8	10	1	-3	-60
CCCCOc1ccc(N(CC(=O)NC(C)C)C(=O)CCC(=O)Nc2ccccn2)cc1	18	-9	0.2	-19	14	8	-13	-4	-5
O=C(c1cc(F)c(F)cc1Cl)N1CCN(c2ccc([N+](=O)[O-])c3ncccc23)CC1	3	-12	-0.5	-2	9	9	25	1	-11
O=C(NC12CC3CC(CC(C3)C1)C2)C1=COCCO1	4	-16[fluorescence artefact?]	0.2	-13	11	5	0	-10[fluorescence artefact?]	10

Nothing new here: 2 of the compounds above.
SMILES	Hck-Nef inh	14-3-3 Bad inh	L929 necroptosis	m-calpain inh	EP2 antag	Rad51 HR inh	Tb hexokinase	eIF4E-4G inh	EP2 mod
O=C(c1cc(F)c(F)cc1Cl)N1CCN(c2ccc([N+](=O)[O-])c3ncccc23)CC1	3	-12	-0.5	-2	9	9	25	1	-11
O=C(NC12CC3CC(CC(C3)C1)C2)C1=COCCO1	4	-16[fluorescence artefact?]	0.2	-13	11	5	0	-10[fluorescence artefact?]	10

Assay outcomes: PubChem BioAssay, several laboratories
